Screening data as filed in PubChem BioAssay.
Mtb BioA inh: M. tuberculosis BioA enzyme inhibitors, primary screen, biochemical, plate reader, single point, HTS. 7,8-diaminopelargonic acid synthase BioA (Mycobacterium tuberculosis). purified M. tuberculosis BioA enzyme. inhibition, % at 9.99 µM. 0.096% of 360,000 active. AID 602481, 2012; in the data active = inhibition above about 40%
* = called active by the depositor. Some of the compounds tested; count on the stated rates, not on these rows.

entry	compound	Mtb BioA inh
1	C[C@H]1CN([C@@H](C)CO)S(=O)(=O)c2ccc(Br)cc2O[C@H]1CN(C)C(=O)CC1CC1	16
2	CO[C@H]1CN(C)C(=O)c2cc(NC(=O)C3CC3)ccc2OC[C@@H](C)N(CCC(F)(F)F)C[C@H]1C	0.6
3	O=S(=O)(c1cccs1)N1CCCCN2[C@@H](CO)[C@@H](c3ccc(-c4ccccc4)cc3)[C@@H]2C1	3.5
4	CC(=O)NC[C@@H]1[C@@H](c2ccc(-c3ccccc3F)cc2)[C@@H](CO)N1C(C)=O	-1.2
5	CCCNC(=O)N(C)C[C@@H]1Oc2cc(C#CCOC)ccc2S(=O)(=O)N([C@@H](C)CO)C[C@H]1C	7.1
6	CS(=O)(=O)Nc1ccc2c(c1)[C@H]1C[C@@H](CC(=O)NCc3ccccc3)O[C@H](CO)[C@H]1O2	1.5
7	CC(C)NC(=O)N(C)C[C@@H]1OCc2ccccc2-c2c(n(C)c3ccccc23)C(=O)N([C@@H](C)CO)C[C@H]1C	1.2
8	COCC(=O)N1[C@H](C#N)[C@@H](c2ccc(-c3cccnc3)cc2)[C@@H]1CO	1.3
9	Cc1ccc(S(=O)(=O)N(C)C[C@H]2Oc3c(cccc3N(C)C)C(=O)N([C@@H](C)CO)C[C@H]2C)cc1	2.5
10	CCNC(=O)C[C@H]1CC[C@@H]2[C@H](COc3ccc(NC(=O)C4CCCCC4)cc3C(=O)N2C)O1	-0.5
11	COc1ccccc1NC(=O)N[C@H]1C=C[C@@H](CC(=O)N[C@@H](C)c2ccccc2)O[C@@H]1CO	1.8
12	Cc1ccc(S(=O)(=O)N(C)C[C@H]2OCCCC[C@H](C)Oc3ccc(NC(=O)Cc4ccccc4)cc3C(=O)N([C@H](C)CO)C[C@@H]2C)cc1	-0.6
13	CO[C@@H]1CN(C)C(=O)c2cc(NS(C)(=O)=O)ccc2OC[C@H](C)N(C(=O)C2CCOCC2)C[C@H]1C	0.2
14	CCCN1[C@H](C(=O)N2CCOCC2)[C@@H](CO)[C@@H]2Cn3c(ccc(-c4ccccc4F)c3=O)[C@@H]21	-1.7
15	O=C(NC1CCCCC1)N[C@@H]1C=C[C@@H](CC(=O)N2CCOCC2)O[C@@H]1CO	-2.1
16	C[C@H](CO)N1C[C@H](C)[C@H](CN(C)Cc2ccc(C(=O)O)cc2)OCc2ccccc2-c2ccccc2C1=O	-1.9
17	C/C=C/c1ccc2c(c1)O[C@@H](CN(C)C(=O)Cc1cccnc1)[C@@H](C)CN([C@@H](C)CO)S2(=O)=O	39
18	Cc1noc(C)c1S(=O)(=O)N(C)C[C@@H]1Oc2c(NS(=O)(=O)c3cn(C)cn3)cccc2C(=O)N([C@H](C)CO)C[C@@H]1C	-0.2
19	COc1ccc(S(=O)(=O)N[C@H]2CC[C@@H](CC(=O)NCCc3ccncc3)O[C@H]2CO)cc1	1.0
20	C[C@@H]1CCCCO[C@@H](CN(C)S(=O)(=O)c2ccc(Cl)cc2)[C@@H](C)CN([C@H](C)CO)C(=O)c2cc(NC(=O)c3ccccc3)ccc2O1	-2.9
21	C[C@@H]1CCCCO[C@@H](CN(C)Cc2ccc(C(F)(F)F)cc2)[C@@H](C)CN([C@@H](C)CO)C(=O)c2cc(NS(=O)(=O)c3ccc(F)cc3)ccc2O1	0.0
22	COc1ccc(NC(=O)N(C)C[C@H]2Oc3ncc(C#C[C@H](C)O)cc3C(=O)N([C@@H](C)CO)C[C@@H]2C)cc1	-0.8
23	C[C@@H]1CN([C@H](C)CO)S(=O)(=O)c2ccc(C#CC3(O)CCCC3)cc2O[C@@H]1CN(C)C(=O)c1cccnc1	0.8
24	CCCC#Cc1cnc2c(c1)C(=O)N([C@@H](C)CO)C[C@@H](C)[C@@H](CN(C)C(=O)Nc1ccc(OC)cc1)O2	1.8
25	Cc1noc(C)c1NC(=O)N(C)C[C@H]1Oc2ccc(NC(=O)Nc3cccc4ccccc34)cc2C(=O)N([C@@H](C)CO)C[C@@H]1C	4.5
26	C[C@@H]1CN([C@H](C)CO)C(=O)c2cc(NS(C)(=O)=O)ccc2O[C@@H]1CN(C)C	-1.8
27	O=C(NCC1CCCCC1)[C@@H]1[C@@H](CO)[C@@H]2Cn3c(ccc(-c4ccncc4)c3=O)[C@H]1N2	2.2
28	CC(C)[C@H](C)NC(=O)N(C)C[C@H]1OCc2ccccc2-c2ccccc2C(=O)N([C@H](C)CO)C[C@@H]1C	0.5
29	O=C(C[C@@H]1C[C@@H]2c3cc(NC(=O)Cc4ccncc4)ccc3O[C@@H]2[C@H](CO)O1)NCc1cc(F)ccc1F	-0.6
30	C/C=C/c1ccc2c(c1)O[C@@H](CN(C)C(=O)c1cccc(F)c1)[C@H](C)CN([C@H](C)CO)S2(=O)=O	12
31	O=C(c1cccnc1)N1C[C@@H]2[C@H](c3ccccc31)[C@H](CO)N2C(=O)Nc1ccccc1Cl	-1.5
32	CNC[C@H]1Oc2c(NC(=O)Nc3ccc(C(F)(F)F)cc3)cccc2C(=O)N([C@H](C)CO)C[C@H]1C	0.1
33	C/C=C/c1ccc2c(c1)O[C@@H](CN(C)C(=O)c1ccccc1)[C@H](C)CN([C@@H](C)CO)S2(=O)=O	2.9
34	CO[C@H](CN(C)S(=O)(=O)c1cccc(Cl)c1)[C@H](C)CN([C@@H](C)CO)S(=O)(=O)c1cccc(Cl)c1	1.9
35	COCC(=O)N1[C@H](C#N)[C@@H](c2ccc(C3=CCCCC3)cc2)[C@@H]1CO	-1.8
36	CCC(=O)N1C[C@@H](C)[C@@H](OC)CN(C)C(=O)c2ccc(NC(=O)C3CC3)cc2OC[C@@H]1C	-1.2
37	CC(C)CC#Cc1ccc2c(c1)O[C@@H](CN(C)Cc1ccccc1)[C@H](C)CN([C@@H](C)CO)S2(=O)=O	-0.3
38	C[C@@H]1CN([C@H](C)CO)C(=O)c2ccccc2-c2ccccc2CO[C@H]1CN(C)C(=O)c1ccncc1	-0.4
39	C[C@H]1CN([C@@H](C)CO)C(=O)c2cc(NC(=O)Nc3ccccc3)ccc2O[C@H]1CN(C)C(=O)Nc1ccccc1	1.9
40	CO[C@H]1CN(C)C(=O)c2cc(NC(=O)C3CC3)ccc2OC[C@H](C)N(C(=O)c2ccccc2)C[C@H]1C	5.9
41	COc1cccc(-c2ccc3c(c2)O[C@H](CN(C)C(=O)C2CCOCC2)[C@H](C)CN([C@H](C)CO)S3(=O)=O)c1	2.7
42	CNC[C@@H]1Oc2ccc(NC(=O)CCC(F)(F)F)cc2CC(=O)N([C@H](C)CO)C[C@@H]1C	-0.8
43	Cc1noc(C)c1NC(=O)N(C)C[C@@H]1OCCCC[C@H](C)Oc2ccc(NS(=O)(=O)c3c(C)noc3C)cc2C(=O)N([C@@H](C)CO)C[C@H]1C	-1.3
44	COCC(=O)Nc1ccc2c(c1)C(=O)N(C)C[C@H](OC)[C@H](C)CN(CCC(F)(F)F)[C@@H](C)CO2	-0.6
45	OC[C@H]1[C@H](c2ccc(C3=CCCC3)cc2)[C@H]2CN(CCC(F)(F)F)CCCCN21	4.4
46	O=C(C[C@@H]1C[C@H]2c3cc(NC(=O)NC4CCCCC4)ccc3O[C@H]2[C@@H](CO)O1)NCc1cccnc1	-1.4
47	CCC(=O)N1C[C@H](C)[C@@H](OC)CN(C)C(=O)c2ccc(NC(=O)Nc3ccc(Cl)cc3)cc2OC[C@H]1C	-0.1
48	O=C(Nc1ccccc1F)N[C@H]1CC[C@H](CCNS(=O)(=O)c2ccccc2)O[C@H]1CO	0.4
49	CNC(=O)C[C@H]1CC[C@@H]2[C@H](COC[C@@H](O)CN2Cc2ccc(C(F)(F)F)cc2)O1	-0.7
50	CNC[C@@H]1OCCCC[C@H](C)Oc2ccc(NS(=O)(=O)c3c(C)noc3C)cc2C(=O)N([C@@H](C)CO)C[C@H]1C	-3.2

(more compounds)
entry	compound	Mtb BioA inh
51	CC=Cc1ccc2n(c1=O)C[C@@H]1[C@@H](CO)[C@H](C(=O)OC)[C@H]2N1C(=O)CC1CC1 (mixture of isomers)	-2.8
52	COc1ccc(NC(=O)Nc2ccc3c(c2)CC(=O)N([C@H](C)CO)C[C@H](C)[C@@H](CN(C)S(=O)(=O)c2cccs2)O3)cc1	0.4
53	C[C@H]1CN([C@@H](C)CO)C(=O)Cc2cc(NS(C)(=O)=O)ccc2O[C@@H]1CN(C)Cc1ccc2c(c1)OCO2	-1.6
54	C[C@H]1CN([C@@H](C)CO)C(=O)c2c(c3ccccc3n2C)-c2ccccc2CO[C@@H]1CN(C)C(=O)CCC(F)(F)F	-0.5
55	COc1ccc(S(=O)(=O)N(C)C[C@H]2Oc3ccc(NS(=O)(=O)c4cn(C)cn4)cc3C(=O)N([C@@H](C)CO)C[C@H]2C)cc1	0.7
56	CO[C@H]1CN(C)C(=O)c2ccc(NC(=O)C3CC3)cc2OC[C@H](C)N(Cc2nccs2)C[C@H]1C	1.3
57	Cc1noc(C)c1S(=O)(=O)N(C)C[C@H]1Oc2ccc(NS(=O)(=O)c3ccc(Cl)cc3)cc2C(=O)N([C@H](C)CO)C[C@H]1C	-1.8
58	CCN1[C@@H]2Cn3c(ccc(-c4ccccc4OC)c3=O)[C@H]1[C@@H](C(=O)N[C@@H](C)c1ccccc1)[C@@H]2CO	-0.6
59	O=C(C[C@@H]1CC[C@@H]2[C@H](COC[C@@H](O)CN2C(=O)Nc2ccccc2)O1)NCc1ccncn1	0.9
60	COc1ccc(NC(=O)Nc2ccc3c(c2)C(=O)N([C@@H](C)CO)C[C@H](C)[C@H](CN(C)C(=O)Nc2ccc4c(c2)OCO4)OCCCC[C@@H](C)O3)cc1	-0.6
61	C[C@@H]1CN([C@@H](C)CO)S(=O)(=O)c2ccc(Br)cc2O[C@@H]1CN(C)Cc1cncnc1	-0.9
62	Cc1noc(C)c1S(=O)(=O)Nc1ccc2c(c1)C(=O)N([C@@H](C)CO)C[C@@H](C)[C@@H](CN(C)CC1CC1)O2	-0.7
63	COc1ccc(-c2cnc3c(c2)C(=O)N([C@@H](C)CO)C[C@@H](C)[C@@H](CN(C)C(=O)Cc2ccncc2)O3)cc1	0.5
64	C[C@@H]1CN([C@H](C)CO)C(=O)c2cc(-c3cccnc3)cnc2O[C@@H]1CN(C)C(=O)NC1CCCC1	-1.6
65	COCCN(C[C@H]1[C@H](c2ccccc2)[C@H](CO)N1C(C)=O)C(=O)c1cccnc1	-2.9
66	O=C(C[C@@H]1CC[C@@H]2[C@H](COC[C@@H](O)CN2C(=O)Nc2ccc(Cl)cc2)O1)NC1Cc2ccccc2C1	-3.6
67	CC=Cc1ccc2n(c1=O)C[C@@H]1[C@@H](CO)[C@H](C(=O)N(C)C)[C@H]2N1CC1CCOCC1 (mixture of isomers)	0.8
68	C[C@H](CO)N1C[C@H](C)[C@H](CN(C)C(=O)C2CCC2)Oc2cc(C#CCN(C)C)ccc2S1(=O)=O	-0.1
69	O=C(c1ccccn1)N1CC[C@H]2[C@H](CO)Nc3ccc(-c4ccc(F)cc4)cc3[C@H]21	3.3
70	O=C(Nc1cc(F)ccc1F)N1CCCCN2[C@H](CO)[C@@H](c3ccc(-c4ccccc4)cc3)[C@@H]2C1	-1.2
71	COc1ccc(-c2ccc([C@H]3[C@@H](C#N)N(C(=O)c4cccc(F)c4)[C@H]3CO)cc2)cc1	-1.8
72	C[C@H](CO)N1C[C@H](C)[C@@H](CN(C)C(=O)C2CCC2)Oc2cc(-c3cncnc3)ccc2S1(=O)=O	-0.5
73	C[C@@H]1CN([C@H](C)CO)C(=O)c2cccc(NS(=O)(=O)c3ccc(Cl)cc3)c2O[C@@H]1CN(C)Cc1ccncc1	0.8
74	O=C(N[C@H]1CC[C@H](CCNS(=O)(=O)c2ccccc2)O[C@@H]1CO)c1cccnc1	-1.2
75	Cc1noc(C)c1NC(=O)N(C)C[C@@H]1Oc2ccc(NC(=O)c3ccncc3)cc2CC(=O)N([C@H](C)CO)C[C@@H]1C	-1.6
76	C[C@H]1CN([C@@H](C)CO)C(=O)Cc2cc(NC(=O)CCN3CCOCC3)ccc2O[C@@H]1CN(C)C(=O)Nc1ccccc1	-1.6
77	CO[C@@H]1CN(C)C(=O)c2ccc(NC(=O)c3ccc(F)cc3)cc2OC[C@@H](C)N(C(C)=O)C[C@H]1C	-1.8
78	O=C(C1=C[C@@H](c2ccc3c(c2)OCO3)C[C@@H](OCc2ccc(CO)cc2)O1)N1CCCCC1	-0.7
79	O=C(Cc1ccncc1)NCC[C@H]1CC[C@H](NC(=O)Nc2cccc(F)c2)[C@H](CO)O1	-3.2
80	CS(=O)(=O)N1[C@H](C#N)[C@@H](c2ccc(C#CC3CCCC3)cc2)[C@@H]1CO	-1.4
81	Cc1cc(C(=O)Nc2cccc3c2O[C@H](CN(C)C)[C@H](C)CN([C@@H](C)CO)C3=O)n(C)n1	2.1
82	COCC(=O)Nc1ccc2c(c1)OC[C@H](C)N(C(=O)c1ccccc1)C[C@H](C)[C@@H](OC)CN(C)C2=O	1.2
